IP6K1 inhibitor: Primary qHTS assay for small molecule inhibitors of Inositol hexaphosphate kinase 1 (IP6K1); IP6K1 kinase, ADP-Glo luminescence, 2 h; hits give low values; activity change, % (series mostly up to about 58 µM); actives 0.81% (n = 140,000); AID 1645851, 2021; in the data active = activity change below about -25%
Target sequence (Q92551 whole entry, looked up): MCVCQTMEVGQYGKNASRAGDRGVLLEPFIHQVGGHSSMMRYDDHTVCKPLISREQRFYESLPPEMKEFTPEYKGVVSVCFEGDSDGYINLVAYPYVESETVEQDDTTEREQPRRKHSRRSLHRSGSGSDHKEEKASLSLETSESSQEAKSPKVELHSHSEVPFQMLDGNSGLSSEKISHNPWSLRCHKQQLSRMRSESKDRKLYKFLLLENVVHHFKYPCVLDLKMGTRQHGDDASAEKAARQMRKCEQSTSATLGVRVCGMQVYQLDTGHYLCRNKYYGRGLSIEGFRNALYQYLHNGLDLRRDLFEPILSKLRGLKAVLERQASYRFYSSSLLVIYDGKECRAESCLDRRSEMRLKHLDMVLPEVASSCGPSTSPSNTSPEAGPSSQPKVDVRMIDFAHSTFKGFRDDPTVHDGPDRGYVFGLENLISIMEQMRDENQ
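ADP-Glo luminescence measures ADP made by human IP6K1 during a 2 h RT reaction with ATP/IP6 (mix at 1.3 mM/130 uM); top library doses 57.5 and 19.1 uM final.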
SNCA viab count: GF-AFC viability counterscreen for inhibitors of alpha-synuclein gene (SNCA) expression. HEK-293-SNCA-luc viability, GF-AFC fluorescence, 24 h. Potency, µM (doses to about 57.1 µM), inactives show at the highest dose activity change, negative = cytotoxicity, usual class: cytotoxic. actives 0.12% (n = 150,000). AID 1671193, 2021;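 note: potency is the fitted concentration of half-maximal effect; 0% = DMSO-treated cells and -100% = medium-only wells without cells; nearly all actives have a fitted effect of over 30% in size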
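Cytotoxicity counterscreen: after 24 h compound treatment of genome-edited SNCA-luciferase HEK-293 cells, live-cell protease substrate GF-AFC read by fluorescence after 30 min; activity scaled between DMSO (0%) and medium-only (-100%), curves Hill-fitted.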
HEK293 tox: Cytotoxic Profiling in HEK 293 Cell Line of Diverse Libraries Using Quantitative High-Throughput Screening. HEK 293 viability, ATP luminescence (CellTiter-Glo), 48-72 h. Potency, µM (series often up to 115 µM), without a hit: at the highest dose activity change, negative = cytotoxicity, hits mostly inhibitors. actives 6.6% (n = 94,000). AID 1345083, 2018; note: potency is the fitted concentration of half-maximal effect; nearly all actives have a fitted effect of over 60% in size
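HEK 293 cells seeded at 250 cells/well were exposed to compound for 48 or 72 hr at 37 degree Celsius. Viability taken as ATP content by CellTiter-Glo luminescence.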
3T3 cytotox: Cytotoxic Profiling in NIH 3T3 Cell Line of Diverse Libraries Using Quantitative High-Throughput Screening; NIH 3T3 viability, CellTiter-Glo ATP luminescence, 48-72 h; Potency, µM (series often up to 96.7 µM), without a hit: at the top dose activity change, negative = cytotoxicity, most hits filed as inhibitors; actives 4.3% (n = 94,000); AID 1345082, 2018; note: potency is the fitted concentration of half-maximal effect; nearly all actives have a fitted effect of over 55% in size
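Cells were seeded at 400 per well, treated with pin-transferred compound, and kept 48 or 72 hr at 37 °C before CellTiter-Glo addition and luminescence imaging of cellular ATP.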
SNCA expr inhib: Primary qHTS assay for inhibitors of alpha-synuclein gene (SNCA) expression | Potency, µM (top dose mostly 57.2 µM), inactives show top-dose activity change, negative = inhibition, most hits filed as inhibitors | HEK-293 SNCA-luciferase knock-in, luminescence, 24 h | actives 0.17% (n = 140,000);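 note: potency is the fitted concentration of half-maximal effect; plate controls were DMSO cells for no effect and cell-free wells for full effect; nearly all actives have a fitted effect of over 45% in size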
Luciferase inh: Firefly luciferase inhibition profiling of diverse chemical library using quantitative high-throughput screening; Luciferin 4-monooxygenase (Photinus pyralis), P08659; purified P. pyralis luciferase, luminescence, biochemical; Potency, µM (titrated, usually from 115 µM), for inactives: at the highest dose activity change, negative = inhibition, actives largely listed as inhibitors; actives 2.5% (n = 76,000); AID 1347043, 2019; note: potency is the fitted concentration of half-maximal effect; nearly all actives have a fitted effect of over 65% in size
Target sequence (P08659 whole entry, looked up): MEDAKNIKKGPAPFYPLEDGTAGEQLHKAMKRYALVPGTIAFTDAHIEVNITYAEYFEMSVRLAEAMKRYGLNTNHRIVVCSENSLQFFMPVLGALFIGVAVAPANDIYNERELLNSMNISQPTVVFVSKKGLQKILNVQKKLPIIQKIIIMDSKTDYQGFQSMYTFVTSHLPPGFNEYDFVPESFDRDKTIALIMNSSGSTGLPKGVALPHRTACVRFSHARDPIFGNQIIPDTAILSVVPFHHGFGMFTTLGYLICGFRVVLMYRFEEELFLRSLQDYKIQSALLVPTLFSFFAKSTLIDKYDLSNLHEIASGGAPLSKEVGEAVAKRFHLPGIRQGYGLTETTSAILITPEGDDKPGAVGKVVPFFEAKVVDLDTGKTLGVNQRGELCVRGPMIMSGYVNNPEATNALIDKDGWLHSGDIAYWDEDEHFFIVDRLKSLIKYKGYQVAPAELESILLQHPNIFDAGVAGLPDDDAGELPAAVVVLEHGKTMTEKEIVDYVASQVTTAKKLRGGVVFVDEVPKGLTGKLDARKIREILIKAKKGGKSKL
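Luminescence read by CCD imaging after purified firefly luciferase (10nM final) was added to substrate buffer holding 10uM D-luciferin and 10uM ATP, pH 7.5, pre-dosed with compound.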
GPT2 inh: Primary qHTS assay for inhibitors of Glutamate pyruvate transaminase 2 (GPT2); Recombinant GPT2, coupled pyruvate oxidase/HRP Amplex Red fluorescence; Alanine aminotransferase 2 (Homo sapiens), Q8TD30; Potency, µM (highest dose often 57.7 µM), inactives show top-dose activity change, negative = inhibition, actives largely listed as inhibitors; actives 0.25% (n = 100,000); note: potency is the fitted concentration of half-maximal effect; nearly all actives have a fitted effect of over 60% in size; many of its hits are not listed in these tables
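Fluorescence read-out: pyruvate from GPT2 turnover coupled to pyruvate oxidase, HRP and Amplex Red (0.2mM ThPP, 0.2U/mL PO and HRP, 50uM Amplex final). Substrates 250uM a-KG, 2mM L-alanine; enzyme 10ng/uL; 30 min RT.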
The depositor's hits bear a star; i = inactive; ? = inconclusive; . = no result given; [ ] = dose if it differs, or a comment. Unless noted, calls come from the whole dose curve; as a rule, active = well fitted curve in the direction sought with a large enough effect; inconclusive = small, poorly fitted or top-dose-only effect, or another doubt; inactive = no such curve, though single readings can be large; an effect the other way counts as inactive or inconclusive. Unless noted, % is set by controls: 0 for no effect and ±100 for the full control effect. The list is partial (hit frequency here may not be typical).

| Molecule | IP6K1 inhibitor | SNCA viab count | HEK293 tox | 3T3 cytotox | SNCA expr inhib | Luciferase inh | GPT2 inh |
| --- | --- | --- | --- | --- | --- | --- | --- |
| CC(C)(C)c1ccc(C(=O)Nc2nc3c(s2)C[C@@H]2[C@](C)(CO)[C@H](O)CC[C@@]2(C)[C@@H]3CC(=O)NCc2ccco2)cc1 | -16 | -17% | ? | ? | -28% | ? | -6% |
| O=C(Nc1ccccc1)c1nc2c(o1)CCN(Cc1ccc(F)c(Cl)c1)CC2 | -12 | -29%[87.6 µM] | ? | ? | 76%[activator][87.6 µM] | 8.9µM* | -2%[88.5 µM] |
| CCc1cccc(NC(=O)Nc2csc3c2CCCC3)c1 | 16 | -7% | . | . | 7% | . | . |
| O=C(CCCCn1c(=O)c2ccccc2n(CC(=O)Nc2cccc(F)c2)c1=O)NCCc1ccccc1 | -17 | 1% | . | . | -8% | . | . |
| Cc1nc(C)c(C(=O)N2CCCC(COc3ccccc3C(=O)N3CCOCC3)C2)s1 (stereo not given) | -10 | 0% | 2% | ? | 3% | 9% | i |
| COc1ccc(CN2Cc3cc(NC(=O)c4ccc(F)cc4)ccc3OC(C)C2=O)c(OC)c1 (stereo not given) | -7 | -9% | ? | -18% | -6% | -3% | -19% |
| Cc1cc(C)cc(N2CCN(Cc3cn(-c4ccccc4)nn3)CC2=O)c1 | 1 | -15% | ? | -3% | -3% | -11% | i |
| C=C1C(=O)O[C@@H]2C[C@@]3(C)CCCC(=C)[C@]3(O)C[C@H]12 | 6 | ? | . | . | . | . | i |
| CCOc1ccccc1NC(=O)c1sc2nc3c(cc2c1N)CN(Cc1ccccc1)CC3 | 9 | -3% | . | . | -1% | . | . |
| O=C(COc1ccccc1)N1CCCN(C(=O)C2CC2)c2ccccc21 | 3 | -6% | -11% | -23% | 5% | 0% | i |
| CCOC(=O)c1cc(-c2ccc(F)cc2)n(CCC(=O)NCc2ccccc2OC)c1C | -2 | -11% | . | . | ? | . | . |
| CCc1ccc(NC(=O)c2sc3nc(C)c(Cl)c(C)c3c2NC(=O)c2ccccc2OC)cc1 | 5 | 19% | . | . | 27% | . | . |
| O=C(c1ccccn1)c1cnn2c(-c3ccncc3)ccnc12 | -5 | 2% | . | . | . | . | -15% |
| COc1cc(OC)cc(-n2c(=O)c3sccc3n(Cc3ccc(F)cc3)c2=O)c1 | 13 | -2% | . | . | ? | . | . |
| CC(=O)N1CCC(N2CCC[C@H]2c2nc(-c3ccc(-c4cncnc4)nc3)no2)CC1 | 0 | 7%[87.6 µM] | -10%[172 µM] | -21%[138 µM] | 0%[87.6 µM] | -20%[172 µM] | -2%[88.5 µM] |
| Cc1cc(C)nc(-n2nc(C)c3c2N(Cc2ccccc2F)C(=O)CC3c2ccc(Cl)cc2)n1 (stereo not given) | 5 | ? | . | . | -12% | . | . |
| Cc1ncccc1C(=O)N[C@@H]1CN(c2ncccn2)C[C@H]1CO | 2 | 8% | -1% | -2% | -6% | -11% | i |
| C=CCN1C[C@@H]2CN(C(=O)C(C)(C)NC(C)=O)C[C@]2(C(=O)O)C1 | 4 | -1% | -5% | 4% | 4% | -5% | -3% |
| COCC(=O)N[C@H]1CC[C@]2(C)CCC([C@H](C)C(=O)NCCN3CCOCC3)[C@H](O)[C@H]2[C@@H]1C (stereo not given in full) | 13 | 5% | -1% | -14% | -4% | -3% | 4% |
| CCOC(=O)CSc1nc(-c2ccccc2)cc(C(F)(F)F)c1C#N | 8 | 16% | . | . | 27% | . | . |

Taken from the results shown, 4 compounds:
| Molecule | IP6K1 inhibitor | SNCA viab count | HEK293 tox | 3T3 cytotox | SNCA expr inhib | Luciferase inh | GPT2 inh |
| --- | --- | --- | --- | --- | --- | --- | --- |
| Cc1ncccc1C(=O)N[C@@H]1CN(c2ncccn2)C[C@H]1CO | 2 | 8% | -1% | -2% | -6% | -11% | i |
| C=CCN1C[C@@H]2CN(C(=O)C(C)(C)NC(C)=O)C[C@]2(C(=O)O)C1 | 4 | -1% | -5% | 4% | 4% | -5% | -3% |
| COCC(=O)N[C@H]1CC[C@]2(C)CCC([C@H](C)C(=O)NCCN3CCOCC3)[C@H](O)[C@H]2[C@@H]1C (stereo not given in full) | 13 | 5% | -1% | -14% | -4% | -3% | 4% |
| CCOC(=O)CSc1nc(-c2ccccc2)cc(C(F)(F)F)c1C#N | 8 | 16% | . | . | 27% | . | . |

(cont.)
| Molecule | IP6K1 inhibitor | SNCA viab count | HEK293 tox | 3T3 cytotox | SNCA expr inhib | Luciferase inh | GPT2 inh |
| --- | --- | --- | --- | --- | --- | --- | --- |
| Cn1nc(CN2CCOCC2)c2c1CCN(S(=O)(=O)c1cccnc1)C2 | 9 | 4% | -1% | -6% | 3% | . | i |
| Cc1ccc2c(c1)N1C(=O)OC[C@@H]1CCN(C(=O)NC1CCCCC1)C2 | -7 | -3%[87.6 µM] | 1%[172 µM] | i | -1%[87.6 µM] | 1%[172 µM] | -4%[88.5 µM] |
| O=C(CCNC(=O)c1cnccn1)NC1CCCc2c1[nH]c1c(Cl)cccc21 (stereo not given) | -9 | 12% | ? | ? | -17% | 10% | i |
| COc1ccc(C2(C(=O)N3CCC(N4CC5CC(C4)[C@H]4CCCC(=O)N4C5)CC3)CC2)cc1 (stereo not given in full) | 6 | 6% | 1% | i | -6% | 1% | 4% |
| Cc1ccccc1N1CCCN(Cc2cc3n(n2)CCNC3)CC1 | 6 | -1% | -26% | -27% | ? | 3% | -13% |
| O=C(COc1ccccc1)N1CCC2(CC1)OCCN(CCc1ccccc1)C2=O | 3 | 0%[87.6 µM] | ? | -18%[138 µM] | -10%[87.6 µM] | ? | -17%[88.5 µM] |
| O=C(Nc1ccc(F)cc1)Nc1csc2c1CCCC2 | 10 | -6% | . | . | 58%[activator] | . | . |
| Cc1nc2cccnc2n1CC1CCCN(S(=O)(=O)c2cccc(Cl)c2)C1 (stereo not given) | 3 | -14% | ? | ? | 12% | 13% | i |
| Cc1ccc(/C=C/C(=O)Nc2ccccc2C(N)=O)o1 | -10 | -9% | . | . | 28% | . | . |
| NC(=O)c1noc(CN2CCOc3c(O)cc(-c4csc5ccccc45)cc3C2)n1 | 5 | 3% | ? | ? | 11% | -13% | -2% |
| COc1cccc(CNC(=O)[C@@H]2C[C@@H](O)CN2C2CCN(C(=O)c3ccc(OC)nc3)CC2)c1 | -2 | -19% | 4% | i | 25% | -1% | i |
| CC1=C(c2ccc(C)cc2)S(=O)(=O)N(Cc2ccc(C(=O)Nc3ccccc3C)cc2)C1=O | 25 | -4% | . | . | -26% | . | . |
| Cc1ccc(C(=O)Nc2ccc(S(=O)(=O)Nc3onc(C)c3C)cc2)cc1 | 13 | -2% | . | . | 4% | . | . |
| Cc1cccc(-c2noc(-c3cccnc3NCc3ccc(Cl)cc3)n2)c1 | 2 | -2% | . | . | 45%[activator] | . | . |
| COCC(=O)NC1CCN(C(=O)c2ccc(-c3cccs3)cc2)CC1 | 2 | 0%[12.5 µM] | ? | ? | 5% | . | i |
| CN(c1ncccc1CNC(=O)C1CCOCC1)C1CCCCC1 | 2 | ? | -2% | -15% | 1% | 12% | i |
| CCOc1ccccc1CN1CCN(C2CCN(C(C)C)CC2)C(CCO)C1 (stereo not given) | -3 | -16% | -19% | -20% | -17% | 3% | i |
| O=[S+]1([O-])NCC2(CCN(Cc3c(F)cccc3Cl)C2)Oc2ccncc21 (stereo not given) | 0 | -4% | 4% | -3% | -13% | . | 0% |
| O=C(CN(CCc1ccccc1)S(=O)(=O)c1ccc(Br)cc1)NCc1ccc(Cl)cc1 | -5 | 7% | . | . | 0% | . | . |
| CNC(=O)NC[C@H]1CCN(Cc2cc(OC)cc(OC)c2)C[C@H]1N(C)C | 2 | -5%[12.5 µM] | -18% | -12% | -24% | -4% | i |

Next entries follow:
| Molecule | IP6K1 inhibitor | SNCA viab count | HEK293 tox | 3T3 cytotox | SNCA expr inhib | Luciferase inh | GPT2 inh |
| --- | --- | --- | --- | --- | --- | --- | --- |
| COc1cc(C/C(=C/NC(C)=O)N(CC(=O)Cc2ccccc2)C(C)=O)cc2c1OCO2 | 1 | -28%[23.9 µM] | . | . | . | . | -15%[27.3 µM] |
| CCN1CCN(C(=O)C2CCCCC(=O)N2)CC1 (stereo not given) | 13 | -3% | 11% | i | -9% | 5% | i |
| CS(=O)(=O)NCCc1ccc(CC2CCN(C(=O)COc3ccc(F)cc3)CC2)cc1 | 10 | -8% | ? | ? | ? | . | -60% |
| CCC(=O)Nc1sc2c(c1C(=O)Nc1ccc(Br)cc1)CCCCC2 | -14 | -11% | . | . | 84%[activator] | . | . |
| CN1CC(=O)N(C2CNC2)Cc2c(NC3CCCC3)ncnc21 | -10 | 4% | 2% | ? | -9% | . | i |
| Cc1cccc(NC(=O)c2ccc(CN3CC(=O)N4CCCCC4C3=O)cc2)c1C (stereo not given) | 17 | 7% | . | . | 19% | . | . |
| c1ccc(CN2CCC[C@H]2c2nc(-c3ccc(-n4ccnc4)nc3)no2)cc1 | 4 | -24%[87.6 µM] | 89µM* | ? | 37%[activator][87.6 µM] | -3%[172 µM] | -21%[88.5 µM] |
| CCc1ccc(NC(=O)C2CCN(S(=O)(=O)c3c(C)noc3/C=C\c3ccc(OC)cc3)CC2)cc1 | 19 | -1% | . | . | -17% | . | . |
| CCC(C)NC(=O)Cn1c(=O)n(Cc2ccc(C(=O)NCc3ccccc3OC)cc2)c(=O)c2ccccc21 (stereo not given) | -6 | ? | . | . | ? | . | . |
| COc1cccc(NC(=O)c2cnc(-c3ccc(C)cc3)nc2-c2ccncc2)c1 | 20 | -10% | ? | ? | 22% | -10% | ? |
| O=C(NO)c1ccc(CC(=O)N(CCO)c2ccccc2)cc1 | 1 | -8% | . | . | . | . | i |
| CCCNC(=O)N1CCC2(CC1)CN(Cc1ccc(OC)cc1)C2=O | 8 | -12% | -15% | -11% | -6% | 0% | -8% |
| COc1ccccc1-c1nc(SCC(=O)NCc2ccccc2)c2c(=O)n(C)c(=O)n(C)c2n1 | 3 | -4% | . | . | 13% | . | . |
| CCn1nccc1C(=O)N1CCC([C@H]2[C@@H](OC)C(=O)N2C(C)C)CC1 | -1 | -3% | i | i | -5% | 8% | i |
| CN(C)CCCOC1(Cc2ccccc2)CCCCCC1 | 20 | 0%[23.9 µM] | . | . | 22%[25.6 µM] | . | -12% |
| COc1ccc(Cc2nc3nccc(-c4ccccc4)n3n2)cc1 | -11 | 9% | ? | ? | 64%[activator] | -18% | 4% |
| COC[C@@H]1CN(Cc2ccc(F)cc2Cl)C[C@H]1C(=O)NC1CC1 | 4 | -6% | -6% | -6% | -5% | -3% | i |

Screening results: PubChem BioAssay, National Center for Advancing Translational Sciences (NCATS)
